Assay outcomes (PubChem BioAssay)
KB-V1 cytotox = KB-V1 MDR subline cytotoxicity | KB-V1 MDR cells viability, CellTiter-Glo, 72 h | actives 3.4% (n = 400,000) | Potency, µM (top dose mostly 46.1 µM), for inactives: top-dose activity change, negative = cytotoxicity, actives largely listed as cytotoxic; also: potency is read from the fitted curve at half-maximal effect; % is scaled to controls: 0 for no effect and ±100 for the full control effect; nearly all actives have a fitted effect of over 60% in size
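Readout: CellTiter-Glo luminescence, 10 min after addition. Cells: KB-V1 MDR subline, 72 h at 37 degrees C with compound. Analysis: corrected, normalized data fitted to concentration-effect curves.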
KB-3-1 tox = KB-3-1 parental cell cytotoxicity; actives 1.4% (n = 400,000); Potency, µM (highest dose often 46.1 µM), without a hit: at the top dose activity change, negative = cytotoxic, actives largely listed as cytotoxic; KB-3-1 viability, CellTiter-Glo ATP luminescence, 72 h; AID 1347075; also: potency is read from the fitted curve at half-maximal effect; % is scaled to controls: 0 for no effect and ±100 for the full control effect; nearly all actives have a fitted effect of over 60% in size
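Viability of parental KB-3-1 cells, measured by CellTiter-Glo luminescence, followed a 72 h incubation at 37 °C with pinned compounds in phenol-red-free DMEM containing 10% FBS.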
HT1080NT lethal = kills 2HG-producing HT-1080-NT fibrosarcoma cells. HT-1080-NT fibrosarcoma viability, CellTiter-Glo ATP luminescence, 48 h. Potency, µM (top dose mostly 46.1 µM), without a hit: at the top dose activity, negative = less viability, usual class: cytotoxic. actives 1.6% (n = 360,000). AID 686970;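 also: NT is the 2HG producing partner of a matched IDH1 knockdown line; potency is read from the fitted curve at half-maximal effect; 0% = DMSO-treated cells and -100% = media-only wells without cells; nearly all actives have a fitted effect of over 55% in size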
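Viability by CellTiter-Glo luminescence after 48 h compound exposure at 37C of HT-1080-NT cells (750/well, RPMI, 5% FBS). % activity scaled between DMSO wells and medium-only wells, then curve-fitted and categorized by curve class.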
IL1B secr inh = blocks inflammasome-driven IL-1 beta release; THP-1 LPS/ATP IL-1B secretion, AlphaLISA, 16 h; active compounds read low; activity change, % at 57.5 µM; actives 4.7% (n = 360,000); AID 743279; in the data active = activity change below about -50%; inconclusive = mostly about -30% to -49%; also: % is scaled to controls: 0 for no effect and ±100 for the full control effect
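Secreted IL-1B measured by AlphaLISA bead assay after 16 h compound exposure of THP-1 cells; compounds (final up to 57.5 uM) added 1 h before LPS (250 ng/mL) and ATP (1.25 mM) stimulation; lower signal means less secretion.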
SW480 rerep = induces DNA re-replication in SW480 colon adenocarcinoma cells. SW480 DNA re-replication, Hoechst DNA content imaging, 48 h. Potency, µM (top dose mostly 46.1 µM), without a hit: at the highest dose re-replication activation, actives largely listed as activators. actives 1.8% (n = 340,000). AID 624297; also: potency is read from the fitted curve at half-maximal effect; % of control where 0% means no effect; nearly all actives have a fitted effect of over 55% in size
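Compounds, transferred as 23 nL by pin tool, were incubated with cells for 48 hr; DNA content per nucleus was then quantified by Hoechst staining and fluorescence plate imaging.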
HT1080 IDH1KD tx = HT-1080 IDH1 knockdown cell toxicity (counter line) | Potency, µM (highest dose often 46.1 µM), for the others: at the highest dose activity, negative = toxicity, hits mostly cytotoxic | actives 2% (n = 360,000) | HT-1080 IDH1 knockdown viability, ATP luminescence, 48 h;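 also: potency is read from the fitted curve at half-maximal effect; 0% = DMSO wells and -100% = cell-free medium wells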
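Assay cells: HT-1080 with IDH1 knockdown, 750 per well, RPMI/5% FBS. Exposure: 48 h at 37 °C following 2 h pre-incubation. Read: CellTiter-Glo luminescence; fitted concentration-response, curve class assigned.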
MCF10A rerep = induces DNA re-replication in MCF 10a normal breast cells. AID 624296. MCF 10A DNA re-replication, Hoechst nuclear intensity, 48 h. Potency, µM (titrated, usually from 46.1 µM), inactives show at the top dose activity, positive = re-replication, usual class: activators. actives 2.9% (n = 350,000); also: potency is read from the fitted curve at half-maximal effect; % of control where 0% means no effect; nearly all actives have a fitted effect of over 50% in size
HEK293 tox = cytotoxicity in counter-screen for GLP-1R inverse agonists; Potency, µM (highest dose often 38.3 µM), without a hit: top-dose activity change, negative = inhibition, hits mostly inhibitors; actives 0.13% (n = 410,000); HEK293 cAMP-luciferase reporter cells, luminescence, 24 h;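 also: loss of luciferase light is scored as toxicity; potency is read from the fitted curve at half-maximal effect; % is scaled to controls: 0 for no effect and ±100 for the full control effect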
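1536-well qHTS counterscreen of the MLSMR; 200 cells/uL, 12 h pre-incubation, 23 nL cpd, 24 h at 37 deg C 5% CO2, luciferase detection reagent, 12 min RT, luminescence. Inhibition = undesired.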
D3 ag = D3 dopamine receptor (human) agonism; P35462; D3R DiscoveRx beta-arrestin cells, luminescence, 90 min; max activation, %; actives 0.58% (n = 410,000); AID 652048; in the data active = max activation above about 30%; also: 0% is about no effect; mostly tested at two doses, the higher about 12 µM
Target sequence (P35462 whole entry, looked up): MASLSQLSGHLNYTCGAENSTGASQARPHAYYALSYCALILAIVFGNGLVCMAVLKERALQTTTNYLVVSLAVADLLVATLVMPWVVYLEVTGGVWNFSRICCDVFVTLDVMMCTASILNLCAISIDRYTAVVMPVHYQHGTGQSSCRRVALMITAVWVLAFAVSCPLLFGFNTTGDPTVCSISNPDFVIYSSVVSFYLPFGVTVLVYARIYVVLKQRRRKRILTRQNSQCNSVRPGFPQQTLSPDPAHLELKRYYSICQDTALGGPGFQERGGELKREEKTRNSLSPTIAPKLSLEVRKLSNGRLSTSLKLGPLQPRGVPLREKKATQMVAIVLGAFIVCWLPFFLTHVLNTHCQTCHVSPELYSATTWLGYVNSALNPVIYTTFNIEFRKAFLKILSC
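Agonist-mode cell screen: cells plated at 1500/well and incubated overnight at 37 °C, then exposed to library compounds for 90 min at 37 °C. Detection reagent was added for 30–60 min at room temperature, and luminescence was read.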
* marks the source's active call; other numbers are inactive results; u = inconclusive; x = no result given; & = joins results of further samples; [ ] = dose if it differs, or a comment. Unless noted, calls follow the shape of the dose curve; as a rule, active = well fitted curve in the direction sought with a large enough effect; inconclusive = small, poorly fitted or top-dose-only effect, or another doubt; inactive = no such curve, though single readings can be large; an effect the other way counts as inactive or inconclusive.

SMILES	KB-V1 cytotox	KB-3-1 tox	HT1080NT lethal	IL1B secr inh	SW480 rerep	HT1080 IDH1KD tx	MCF10A rerep	HEK293 tox	D3 ag
CCc1c(C)c2ccc(O)c(CN3CCN(c4ccc(OC)cc4)CC3)c2oc1=O	u	-9%	x	x	x	x	x	-9%	-24
COc1ccccc1/C=N/NC(=O)c1ccc(CN2C(=O)c3cccc4cccc2c34)cc1	0%	u	-15%	-7	-2%	-4%	u	15%	-18
O=[N+]([O-])c1cccc(-c2nnc(SCc3cccnc3)o2)c1	-22%	-3%	14%	-4	-7%	3%	0%	-8%	2
CCc1cccc2c(C(=O)C(F)(F)F)cn(CC(=O)N3CCOCC3)c12	-11%	3%	12%	0	-4%	6%	-2%	-8%	3
CCOC(=O)Cc1csc(NC(=O)NC2(C(F)(F)F)Oc3ccc(Cl)cc3O2)n1 (stereo unspecified)	-19%	0%	-22%	43	-2%	-30%	-11%	-12%	4
COc1ccc2cc3c(N)nn(C(=O)c4cccc(F)c4)c3nc2c1	0%	2%	0%	-12	u	8%	5%	2%	2
NS(=O)(=O)c1ccc(NC(=O)COc2ccc(Cl)cc2)cc1	10%	5%	-1%	-6	-11%	0%	-5%	12%	-4
Cc1cc[n+](CC[n+]2ccc(C)cc2)cc1	5%	2%	6%	39	-6%	0%	-1%	-16%	6
CCOC(=O)c1c(C)[nH]c(C)c1S(=O)(=O)N1CCC(C(=O)N2CCN(c3ccc(F)cc3)CC2)CC1	0%	5%	x	x	x	x	x	0%	4
CN(C)CCN=Cc1c(O)n(Cc2ccccc2)c(=O)c2ccccc12	u	5%	-4%	-15	14%	-12%	-1%	63%[activator]	2
CCCCn1nnnc1NCc1cccc(OC)c1OC	0%	9%	6%	12	-1%	3%	11%	2%	8
Cc1cc(Cl)c2oc(C(=O)N3CCN(C4CCS(=O)(=O)C4)CC3)c(C)c2c1 (stereo unspecified)	26%	1%	1%	0	-3%	-18%	1%	-3%	-1
COc1ccc(OC)c(NC(=O)Nc2cccnc2)c1	13%	21%	17%	-21	2%	19%	-12%	3%	-8
S=c1[nH]nc(C2CCCCC2)n1/N=C/c1ccccc1Br	u	22%	8%	21	14%	1%	u	-12%	4
COc1ccc(-n2nc([N+](=O)[O-])c(=NCCc3ccc(OC)c(OC)c3)n2O)cc1	2.6µM*	-10%	-12%	u	3%	-16%	3%	-6%	-20
S=c1[nH]nc(CCc2ccc(Cl)cc2)o1	-5%	-9%	-12%	31	2%	-5%	0%	-3%	-1
CC(C)C[C@@H](CNCC(=O)[C@H](C)NC(=O)c1[nH]cnc1C(=O)N[C@@H](C)CN)NC(=O)c1nc[nH]c1C(=O)N[C@@H](CO)C(=O)O	0%	0%	5%	13	-29%	9%	u	-1%	8
CCOC(=O)c1ccc2c(c1)[n+](CC)c(C)n2-c1ccccc1	-3%	18%	-12%	19	-12%	-8%	-11%	2%	-3
CC1Cc2ccccc2N1Cc1cc(=O)n2ccsc2n1 (stereo unspecified)	15%	-7%	-1%	5	-3%[9.22 µM]	-3%	-10%	-3%	0
Cc1ccccc1Nc1c(F)c(F)c(F)c(F)c1C(=O)O	6%	-11%	0%	15	u	5%	-17%	2%	1
COc1ccc(Cl)cc1NC(=O)Nc1cnccn1	u	u	0%	-16	-3%	-13%	-6%	-1%	1
Cc1cc(C(=O)COC(=O)c2cccc(NS(C)(=O)=O)c2)c(C)n1CC1CCCO1 (stereo unspecified)	u	4%	3%	-4	-2%	5%	-6%	-9%	1
O=C(CCn1c(=O)oc2ccc(Cl)cc21)NCCCN1CCOCC1	10%	17%	1%	22	8%	-8%	-2%	-1%	-14
CC(C)[C@H](NC(=O)c1ccc(F)cc1)C(=O)N(C)Cc1cccs1	4%	6%	13%	0	1%	-1%	-4%	-6%	0
CN1CCN(C(=O)/C=C/c2ccc(C#N)cc2)CC1	u	6%	-2%	16	-2%	0%	-16%	17%	-3

Copied from above, eight compounds:
SMILES	KB-V1 cytotox	KB-3-1 tox	HT1080NT lethal	IL1B secr inh	SW480 rerep	HT1080 IDH1KD tx	MCF10A rerep	HEK293 tox	D3 ag
CCc1c(C)c2ccc(O)c(CN3CCN(c4ccc(OC)cc4)CC3)c2oc1=O	u	-9%	x	x	x	x	x	-9%	-24
COc1ccccc1/C=N/NC(=O)c1ccc(CN2C(=O)c3cccc4cccc2c34)cc1	0%	u	-15%	-7	-2%	-4%	u	15%	-18
O=[N+]([O-])c1cccc(-c2nnc(SCc3cccnc3)o2)c1	-22%	-3%	14%	-4	-7%	3%	0%	-8%	2
CCc1cccc2c(C(=O)C(F)(F)F)cn(CC(=O)N3CCOCC3)c12	-11%	3%	12%	0	-4%	6%	-2%	-8%	3
CCOC(=O)Cc1csc(NC(=O)NC2(C(F)(F)F)Oc3ccc(Cl)cc3O2)n1 (stereo unspecified)	-19%	0%	-22%	43	-2%	-30%	-11%	-12%	4
COc1ccc2cc3c(N)nn(C(=O)c4cccc(F)c4)c3nc2c1	0%	2%	0%	-12	u	8%	5%	2%	2
NS(=O)(=O)c1ccc(NC(=O)COc2ccc(Cl)cc2)cc1	10%	5%	-1%	-6	-11%	0%	-5%	12%	-4
Cc1cc[n+](CC[n+]2ccc(C)cc2)cc1	5%	2%	6%	39	-6%	0%	-1%	-16%	6

New compounds follow
SMILES	KB-V1 cytotox	KB-3-1 tox	HT1080NT lethal	IL1B secr inh	SW480 rerep	HT1080 IDH1KD tx	MCF10A rerep	HEK293 tox	D3 ag
C[C@H](CO)N1C[C@H](C)[C@@H](CN(C)S(=O)(=O)c2ccc(F)cc2)Oc2c(NC(=O)Cc3ccccc3)cccc2C1=O	0%	-1%	-1%	1	-9%	3%	-24%	0%	0
COc1ccc2oc(=O)c(C(=O)N3CCN(C(=O)c4ccco4)CC3)cc2c1	-26%	17%	2%	4	0%	16%	-3%	6%	6
O=C(NCc1cccc(C(F)(F)F)c1)c1ccc[nH]1	-10%	6%	10%	-15	-10%	5%	-7%	3%	-1
Cc1cc(CN(C)C(=O)CC2C(=O)NCCN2CC(c2ccccc2)c2ccccc2)on1 (stereo unspecified)	4%	15%	2%	0	11%	-1%	3%	0%	-13
Cc1ccc(NC(=S)N(CCCN2CCCC2)Cc2cccn2Cc2ccc(Cl)cc2)cc1C	-20%	u	1%	-4	-1%	-16%	u	-27%	-18
C=CCn1c(N)c(C(=O)NCC2CCCO2)sc1=S (stereo unspecified)	12%	5%	13%	-6	5%	18%	u	-15%	-2
COC(=O)CNC(=S)NC(=O)c1ccc(C(C)(C)C)cc1	1%	0%	-4%	4	-5%	-6%	u	-16%	-1
CCN1CCN(c2nc3c(C)cccn3c(=O)c2/C=C(\C#N)S(=O)(=O)c2ccccc2)CC1	u	-7%	-4%	3	6%	-8%	17%	49%[activator]	-6
O=C1CC(N2CCN(Cc3ccccc3)CC2)C(=O)N1c1ccc2c(c1)OCCO2 (stereo unspecified)	-10%	-2%	15%	12	-5%	19%	-5%	-3%	-2
CC(C)(O)c1cc2ccccc2c(=O)o1	-5%	0%	-3%	18	-2%	-1%	-1%	u	2
CC(=O)N1CCCc2cc(S(=O)(=O)N3CCCC(C(=O)NCc4ccc(Cl)cc4)C3)ccc21 (stereo unspecified)	3%&-17%	u	-2%	-18	-6%	-10%	-5%	-2%&3%	4&-10
CC(C)(C)NC(=O)CSc1nc2ccc(NC(=O)CSc3nnnn3Cc3ccccc3)cc2s1	0%	0%	-5%	-29	-3%	16µM*	15%	-10%	10
CC(C)COC(=O)N1CCCCC1c1cc(C(=O)Nc2ccc3c(c2)OCO3)no1 (stereo unspecified)	-2%	0%	-26%	-19	x	-17%	x	-2%	-9
CC(=O)c1c(NC(=O)C(C)C)nc(C)nc1-c1ccccc1	u	6%	12%	41	2%	19%	-9%	-5%	2
CC1(C)Cc2ccccc2-c2nnc(SCC(=O)N3CCN(c4ccccc4)CC3)n21	2.3µM*	12µM*	-30%	u	6%	u	28%	-10%	-1
CCOc1cc(C)c(C(C)C)cc1S(=O)(=O)N1CCN(C)CC1	3%	8%	5%	-2	4%	-4%	7%	0%	8
N#Cc1ccc(OCc2nnc(SCC(=O)N3CCCc4ccccc43)n2-c2ccccc2)cc1	0%	-5%	-22%	-10	6%	u	9%	-2%	-12
O=C(NCC(c1ccco1)N1CCN(c2ccccc2)CC1)C1CCCCC1 (stereo unspecified)	u	-21%	-1%	-7	x	2%	x	2%	-3
CC(=O)c1sc(Nc2nc3ccc(F)cc3s2)nc1C	-10%	-3%	-4%	22	9.2µM*	-26%	u	142%[activator]	5
O=C(CSc1nc2ccccc2c(=O)[nH]1)Nc1ccc(Br)cc1	u	9%	21%	-8	0%	3%	1%	-12%	2
N#Cc1ccc(-c2cn(-c3ccccc3)c3[n+]2CCCS3)cc1	6%	-8%	8%	13	u	6%	-2%	4%	10
CC1CCCN(CCCN2C(=O)C3C(C(=O)Nc4cccc(Cl)c4)C4C=CC3(O4)C2C(=O)NC2CCCCC2)C1 (stereo unspecified)	-4%	u	-23%	-5	u	-27%	u	-26%	-14
COc1ccc(CNC(=O)[C@H](C)NC(=O)[C@@H]2Cc3ccccc3CN2)cc1	-2%	13%	11%	6	-5%	12%	-1%	-18%	2
